# High-throughput results from PubChem BioAssay.
# TDP1 cell noCPT: qHTS for Inhibitors of human tyrosyl-DNA phosphodiesterase 1 (TDP1): qHTS in cells in absence of CPT; DT40 Tdp1-/- hTDP1 cells, no CPT, ATP luminescence, 48 h; Potency, µM (titrated, usually from 46.2 µM), for the others: at the highest dose activity change, negative = growth inhibition, usual class: inhibitors; 420,000 tested, 15% active; AID 686978, 2013; further: nearly all actives have a fitted effect of over 55% in size
#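 DT40 Tdp1-/-;hTDP1 cells, no CPT (DMSO vehicle only), 400 cells/well; compounds pin-transferred; ≥48 hr, 37 °C; CellTiter-Glo 30 min RT dark, luminescence read.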
# TDP1 inh: inhibitors of human tyrosyl-DNA phosphodiesterase TDP1. Q9NUW8. AID 485290. recombinant TDP1, AlphaScreen DNA substrate cleavage. Potency, µM (top dose mostly 130 µM), for the others: top-dose activity change, negative = inhibition, usual class: inhibitors. 350,000 tested, 0.28% active; further: nearly all actives have a fitted effect of over 40% in size
# Target sequence (Q9NUW8 whole entry, looked up): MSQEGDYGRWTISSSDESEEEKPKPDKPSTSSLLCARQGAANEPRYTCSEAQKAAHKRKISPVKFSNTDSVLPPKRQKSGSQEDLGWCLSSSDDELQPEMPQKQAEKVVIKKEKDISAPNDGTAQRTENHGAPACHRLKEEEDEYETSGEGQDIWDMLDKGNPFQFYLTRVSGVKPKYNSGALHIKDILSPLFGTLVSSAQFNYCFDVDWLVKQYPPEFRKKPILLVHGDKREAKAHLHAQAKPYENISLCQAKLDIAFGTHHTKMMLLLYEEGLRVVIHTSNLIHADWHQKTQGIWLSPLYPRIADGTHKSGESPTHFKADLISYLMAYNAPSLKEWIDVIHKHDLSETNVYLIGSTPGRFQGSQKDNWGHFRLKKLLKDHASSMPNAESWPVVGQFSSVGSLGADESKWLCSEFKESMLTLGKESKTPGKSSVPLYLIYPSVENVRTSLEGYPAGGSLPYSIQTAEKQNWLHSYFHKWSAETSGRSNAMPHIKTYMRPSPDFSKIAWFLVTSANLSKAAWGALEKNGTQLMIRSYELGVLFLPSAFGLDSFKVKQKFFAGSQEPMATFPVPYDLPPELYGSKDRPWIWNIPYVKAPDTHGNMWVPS
#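 AlphaScreen read-out: signal falls as enzyme removes the 3' tyrosine-FITC from a 5'-biotinylated DNA oligo (15 nM, 5 min, RT). Enzyme was E. coli-made recombinant Tdp1 at 1 nM, exposed to compound for 15 min beforehand; beads 10 ug/ml, 10 min.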
# DT40 TDP1 CPT: DT40-hTDP1 cell growth loss with CPT. Potency, µM (top dose mostly 46.2 µM), without a hit: at the top dose activity change, negative = growth inhibition, most hits filed as inhibitors. chicken DT40 Tdp1-/-;hTDP1 cells + 20 nM CPT, ATP luminescence, 48 h. 420,000 tested, 12% active; further: nearly all actives have a fitted effect of over 55% in size
#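 Cell growth measured by CellTiter-Glo luminescence after a minimum 48 h, 37 C compound exposure with 20 nM CPT in Tdp1-knockout DT40 cells stably expressing hTDP1, seeded 400/well; qHTS titration format.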
# * marks the source's active call; other numbers are inactive results; ? = inconclusive; nt = not tested or not shown; & = joins results of further samples; [ ] = remark or other dose. The call rests on the fitted dose curve; in most records, active means well fitted curve in the direction sought with a large enough effect; inconclusive means small, poorly fitted or top-dose-only effect, or another doubt; inactive means no such curve, though single readings can be large; an effect the other way counts as inactive or inconclusive. On the % scale 0 is the no-effect control and ±100 the full control effect; potency means the concentration at half of the fitted maximal effect.
structure	TDP1 cell noCPT	TDP1 inh	DT40 TDP1 CPT
Cc1ccc2oc(-c3ccccc3)nc2c1	-5%	-7%	-25%
CCCOc1ccccc1C1CC(=O)Nc2cc3c(cc21)OCO3 (stereo not given)	1.8µM*	9%	2.3µM*
O=C(NC(=S)NC1C2CC3CC(C2)CC1C3)c1ccccc1 (stereo not given)	?	10%	?
O=C(NCC1OCCc2ccccc21)c1ccc(NC(=O)c2ccccc2Cl)cc1 (stereo not given)	?	-3%	-21%
O=C(N[C@@H](Cc1c[nH]c2ccccc12)C(=O)O)C1CCN(S(=O)(=O)c2ccc(Cl)cc2)CC1	-6%	6%[0.0935 µM]	2%
COc1ccc(NC(=O)C(CC(C)C)NC(=O)C2CCC(C)CC2)c(OC)c1 (stereo not given)	?	6%	15µM*
CCN(CC)S(=O)(=O)c1ccc(N2CCOCC2)c(NC(=O)c2cccc3ccccc23)c1	16µM*	4%	26µM*
CC(=O)c1ccc(F)c(-c2cc(C)cc3c2OC(CNC(=O)c2cccnc2)C3)c1 (stereo not given)	?	nt	21%[9.04 µM]
COCCn1c(=NC(=O)c2ccc3c(c2)OCCO3)sc2cc(C(=O)OC)ccc21	-23%	5%	1%
C#CCNc1c2c(nc3ncnn13)CC(C)CC2 (stereo not given)	16%	1%	-9%
COc1ccccc1CNc1ccnc(-c2ccccc2C(F)(F)F)n1	?	12%[56.1 µM]	?
CCN(C(=O)CN1C(=O)NC2(CCC(C)CC2)C1=O)C1CCCCC1 (stereo not given)	-29%	nt	4%
Cc1c(C(=O)NCCS(=O)(=O)N2CCN(c3ccccc3F)CC2)cccc1[N+](=O)[O-]	21µM*	0%	?
O=C(COc1cc(Cl)ccc1Cl)N1CCNC1=O	0%	3%	49%[activator]
C[C@H]1CCC/C=C/[C@@H]2C[C@H](O)C[C@H]2[C@H](O)[C@H](S(=O)c2ccc(O)cc2)CC(=O)O1 (stereo not given in full)	0.73µM*	nt	0.58µM*
CCOc1ccc(Cn2c(CNS(=O)(=O)c3ccc([N+](=O)[O-])cc3)nc3cccnc32)cc1	-19%	11%	-15%
COc1ccccc1C1C(C#N)=C(N)N(N(C)C)C2=C1C(=O)CC(C)(C)C2 (stereo not given)	19%	nt	-13%
CCOC(=O)c1sc(NC(=O)C(CC)OC(=O)c2ccco2)nc1C (stereo not given)	-17%	nt	-11%
CN(C)/N=C/c1ccc(/C=N/NC(N)=S)o1	-28%	-3%	-7%
O=C(CNc1ccccc1)Nc1ccc(F)cc1	-17%	4%	-19%
O=C(N/C(=C/c1ccc(Cl)cc1)C(=O)N1CCOCC1)c1ccccc1	?	0%	-2%
Cc1[nH]n(C(N)=S)c(=O)c1N=Nc1ccc(S(=O)(=O)N2CCCC2)cc1	0%	7%	-1%
O=C(c1cccs1)N1CCCC(c2nc3c(nnn3Cc3cccc(Cl)c3)c(=O)[nH]2)C1 (stereo not given)	?	13%	?
N#CCC(=O)Nc1ccc(C(=O)OCC(=O)NC2CCCCCC2)cc1	-1%	0%	-1%
Cc1[nH]n(-c2ccc([N+](=O)[O-])cc2)c(=O)c1C=NCCN1CCN(C(=O)c2ccccc2F)CC1	15µM*	6%	9.2µM*

# Some of the entries so far, with values under each structure:
# Under each structure: TDP1 cell noCPT | TDP1 inh | DT40 TDP1 CPT
> COc1ccccc1CNc1ccnc(-c2ccccc2C(F)(F)F)n1
 : ? | 12%[56.1 µM] | ?
> CCN(C(=O)CN1C(=O)NC2(CCC(C)CC2)C1=O)C1CCCCC1 (stereo not given)
 : -29% | nt | 4%
> Cc1c(C(=O)NCCS(=O)(=O)N2CCN(c3ccccc3F)CC2)cccc1[N+](=O)[O-]
 : 21µM* | 0% | ?

# (next part)
structure	TDP1 cell noCPT	TDP1 inh	DT40 TDP1 CPT
COc1cc(NC(=O)COc2cccc(OC)c2)cc(OC)c1	-14%	4%	-2%
CN1CCN(c2nc3ccccn3c(=O)c2C=C(C#N)C#N)CC1	-8%	nt	-19%
CN(C(=O)/C=C/c1ccccc1)C1CCS(=O)(=O)C1 (stereo not given)	3%	3%	-4%
Cc1occc1C(=O)NCc1ccccn1	-8%	2%	-2%
CCOC(=O)c1cc(C)sc1/N=C/C1C(=O)CC(C)(C)CC1=O	-19%	-3%	-19%
O=C(NCc1ccccn1)c1c(-c2ccccc2)sc2ccccc12	?	-4%	23µM*
Cc1ccc(N(CC(=O)NC(C)(C)C)C(=O)CNC(=O)c2cccs2)cc1C	-16%	7%	1%
O=C(c1ccccc1F)N(Cc1cccs1)C1CCS(=O)(=O)C1 (stereo not given)	-5%	-3%	7%
Cc1coc2c(C)c3oc(=O)c(CCC(=O)NCCc4ccccc4)c(C)c3cc12	16µM*	-2%	13µM*
COc1ccccc1NC(=O)Cc1coc2cc(C)ccc12	?	-1%	-12%
Cc1ccc(NC(=O)Cc2ccsc2)cc1Cl	-29%	nt	?
O=C(Nc1cccc(C(F)(F)F)c1)C12CC3CC(CC(C3)C1)C2	-21%	0%	-28%
CCOC(=O)C1=CN(Cc2ccc(Br)cc2)S(=O)(=O)NC1C (stereo not given)	-2%	-2%[56.1 µM]	-10%
COc1ccc(C(=O)CCNc2ccc(C)c(Cl)c2)cc1	?	5%	?
O=C(COC(=O)C1CC1)Nc1ccc(Oc2ccccc2)cc1	?	4%	?
Cc1c(C(=O)c2ccc(Br)cc2)c(=O)n(C)c(=O)n1C	8%	4%	-9%
CC(C)CNC(=O)c1cn(C2CCN(Cc3nc4ccccc4s3)CC2)nn1	-14%	nt	3%
CCOc1nc(Nc2ccccc2F)nc(OCC)n1	?	4%	-7%
COc1ccc(Cc2nnc(SC(C)C(=O)Nc3ccc(C(N)=O)cc3)o2)cc1 (stereo not given)	9%	nt	3%
CC(=O)N1CCc2c(sc3c2c(=O)n(-c2ccc(C)cc2)c(=O)n3Cc2ccccc2C)C1	?	6%	?
Cc1ccc(CNC(=O)C2(C(F)(F)F)C/C(=C\Cc3ccccc3)CCCO2)o1 (stereo not given)	12µM*	4%	16µM*
COc1ccc(CC(=O)Nc2ccc(N3CCCC3)c(C)c2)cc1	?	0%	?
CCOC(=O)C1CCN(C(=O)CN(c2cccc(C(F)(F)F)c2)S(C)(=O)=O)CC1	-24%	5%	-23%
CCOC(=O)C1=C(C)N=C2c3ccccc3C(=O)C2C1c1ccc(C)cc1 (stereo not given)	?	3%	?
CC(CN1C(C)CCCC1C)OC(=O)c1ccccc1F (stereo not given)	5%	nt	5%
CCCS(=O)(=O)NC(=O)C1(C)CCCN(C(=O)c2ccc3ccccc3n2)C1 (stereo not given)	-25%	nt	-24%
CN(C)/C=N/C(=S)Nc1ccc(Cl)cc1	?	3%	-12%
CCN(CC)C(=O)c1sc2c(c1C)c(=O)n(-c1ccc(C)c(C)c1)c(=O)n2Cc1cc(=O)n2ccccc2n1	-13%	-1%	-16%
CCOC(=O)N1CCN(C(=O)C[C@@H]2C[C@@]3(C(=O)OC)CC(C)(C)CC=C3N(CCc3ccc(OC)c(OC)c3)C2=O)CC1	16µM*	nt	?
Nn1c(SCC(=O)Nc2ccccc2F)nnc1-c1cccnc1	-3%	6%	-13%
CCOC(O)[C@H]1N[C@@H](c2ccc(Cl)cc2)[C@@H]([N+](=O)[O-])[C@@H]1c1ccccc1 (stereo not given in full)	-17%	-8%	-10%
O=C(c1ccc(S(=O)(=O)N2CCCCC2)cc1)N1CCc2ccccc2C1	?	-1%	?
O=C(O)C1CCCC1	1%	nt	0%
CCOC(=O)N1CCN(C(=O)c2cccc(NC3=NC4CS(=O)(=O)CC4S3)c2)CC1 (stereo not given)	12%	4%	0%
O=C(COC(=O)C1CCC(=O)N1)Nc1ccc(Br)cc1 (stereo not given)	-10%	3%	0%
C=CCCC(=O)N1CCC(n2nccc2NC(=O)c2ccc(OC)cc2)CC1	1%	1%	17%
Cc1cccc(-c2cc(NC(=O)COc3ccccc3F)n(-c3ccccc3)n2)c1	?	5%	?
CCOC(=O)C1=CN(Cc2cccc(F)c2)S(=O)(=O)N(CC)C1c1cccc(OC)c1 (stereo not given)	?	-2%[56.1 µM]	?
CC1(C)COC(c2cccn2Cc2ccc(F)cc2Cl)=N1	-20%	5%	0%
COCC1CCCN(Cc2ccc3c(c2)CN(C(=O)c2sc(C)nc2C)CCO3)C1 (stereo not given)	-16%	nt	-11%[9.04 µM]
Cc1nc(C(=O)NCC(=O)c2ccccc2)c(C(F)(F)F)o1	-2%	0%	-10%
Cn1c(=O)n(C)c2cc(/C=N/NC(=O)c3cc4cc(Br)ccc4o3)ccc21	?	5%	16%
COCCCNC(=S)Nc1ccc(C)cc1	0%	nt	7%
CC1CN(C(=O)Nc2cccc(C(F)(F)F)c2)CC(C)O1 (stereo not given)	-7%	0%	3%
COC(=O)C[C@H]1CC[C@@H](NC(=O)c2ccncc2)[C@@H](CO)O1	1%	nt	4%
CSCC[C@H](NC(=O)[C@H](Cc1ccccc1)NC[C@@H](NC[C@@H](N)CS)C(C)C)C(=O)O	?	25%&23%	-24%
Cn1cnc([N+](=O)[O-])c1S(=O)(=O)c1cccc(Cl)c1	2.3µM*	5%	1.8µM*
COc1ccc(/C=C(\C#N)C(=O)Nc2cccc(C)n2)cc1	3%	nt	8%
CCC(c1nnnn1CCOC)N1CCN(Cc2ccccc2OC)CC1 (stereo not given)	-14%	-4%	-8%
Cc1ccc(CNCC(O)(c2ccccc2)c2ccc(F)cc2)cc1 (stereo not given)	21µM*	-7%	?

# Remaining list, next part:
structure	TDP1 cell noCPT	TDP1 inh	DT40 TDP1 CPT
OC[C@H]1O[C@H](c2nc(-c3nc(-c4cccc(-n5cccc5)c4)no3)cs2)C[C@@H]1O	?	nt	?
O=C(NC1CCCCC1)c1ccc(-c2ccccc2)cc1	-21%	nt	-23%
Cc1ccc(C2(C)NC(=O)N(CC(=O)Nc3ccc(N4CCOCC4)cc3N3CCOCC3)C2=O)cc1 (stereo not given)	-20%	5%	-6%
CCOC(=O)c1[nH]ncc1CN1CCC(Cc2cccc(OC)c2)(C(=O)OCC)CC1	3%	1%	4%
COc1cc(C(=O)OCc2ccccc2C#N)ccc1OCC(=O)N1CCOCC1	12%	0%[56.1 µM]	0%
Cc1ccc(CNC(=O)Cn2c(=O)n(-c3ccccc3)c(=O)c3sccc32)cc1	-11%	3%	-17%
Oc1ccc(Br)cc1C1Nc2ccccc2S1 (stereo not given)	-27%	nt	-26%
CCc1nnc(SCC(=O)Nc2cc(OC)ccc2OC)nc1CC	?	5%	?
CC1CCc2nc(NCCO)nc(C(F)(F)F)c2C1 (stereo not given)	-2%	0%	-3%
O=C(N/N=C/c1cccnc1)/C(=C\c1cccs1)NC(=O)c1ccccc1	-20%	0%	-3%
CCOc1cccc(C2C(C(=O)c3ccc(C)o3)=C(O)C(=O)N2CCCn2ccnc2)c1 (stereo not given)	-17%	2%	5%
CCCN(CC(=O)Nc1ccccc1OC)C(=O)CSc1nc(C)cc(C)n1	?	-2%	?
Cc1cc(N2C(=O)C3C4CC(C(Br)C4Br)C3C2=O)no1 (stereo not given)	-1%	3%	24%
CS(=O)(=O)Nc1cccc(-c2ccc3ncnc(NC4CCNCC4)c3c2)c1	-5%	nt	-1%
CC(Oc1ccccc1)C(=O)Nc1nc2ccc(S(N)(=O)=O)cc2s1 (stereo not given)	?	5%	?
Cn1c(SCC(=O)N2CCc3ccccc32)nnc1C1CC1	-1%	0%	2%
COc1cccc(NC(=O)c2ccc(N3C(=O)C4CC=C(C)CC4C3=O)cc2)c1 (stereo not given)	?	nt	?
Cn1c(SCC(=O)Nc2ccc(C(N)=O)cc2)nnc1-c1cccs1	17%	-19%	4%
NC(=O)COC(=O)CC12CC3CC(CC(C3)C1)C2	-6%	-1%	-11%
O=C(CC1CCCC1)Nc1ccc(Br)cc1	-14%	-1%	-1%
CCOc1ccc(OCC)c(Nc2nc3ccccc3c3nnc(C)n23)c1	?	6%	1%

# Taken from above:
# Under TDP1 inh, O=C(c1ccc(S(=O)(=O)N2CCCCC2)cc1)N1CCc2ccccc2C1 has the entry -1%
# Under TDP1 inh, O=C(N/N=C/c1cccnc1)/C(=C\c1cccs1)NC(=O)c1ccccc1 has the entry 0%
# Under DT40 TDP1 CPT, CS(=O)(=O)Nc1cccc(-c2ccc3ncnc(NC4CCNCC4)c3c2)c1 has the entry -1%
# Under DT40 TDP1 CPT, COc1ccc(Cc2nnc(SC(C)C(=O)Nc3ccc(C(N)=O)cc3)o2)cc1 (stereo not given) has the entry 3%
# Under TDP1 cell noCPT, Cc1c(C(=O)NCCS(=O)(=O)N2CCN(c3ccccc3F)CC2)cccc1[N+](=O)[O-] has the entry 21µM*
# Under DT40 TDP1 CPT, CCOC(=O)c1cc(C)sc1/N=C/C1C(=O)CC(C)(C)CC1=O has the entry -19%
# Under DT40 TDP1 CPT, O=C(NCc1ccccn1)c1c(-c2ccccc2)sc2ccccc12 has the entry 23µM*
